Screening data deposited in PubChem BioAssay by several laboratories.
GLD-1 RNA inh = GLD-1-TGE RNA interaction inhibition (C. elegans); Q17339; purified GLD-1 + fluorescein TGE RNA, fluorescence polarization; inhibition, % at 5.96 µM; actives 0.44% (n = 320,000); AID 2280;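 active = percent inhibition above a per-plate cutoff, the plate mean of test compounds plus 3 SD, cut at about 30% in these data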;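 note: 0% = DMSO wells with GLD-1 and probe and 100% = wells lacking GLD-1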
BCLXL inh = blocks human Bcl-xL binding to Bim BH3 peptide; GST-Bcl-xL / FITC-Bim BH3 peptide fluorescence polarization; inhibition, % at 10.9 µM; actives 0.7% (n = 320,000); AID 2129;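 active = inhibition above the mean of all tested compounds plus 3 SD, cutoff set per campaign, cut at about 30% in these data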;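 note: 0% = DMSO wells and 100% = unlabeled Bim-BH3 peptide competitor; inhibitors lower millipolarization by displacing the labeled peptide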
CIT2 TOR yeast = yeast TOR pathway CIT2-GFP modulation | S. cerevisiae CIT2-GFP strain, flow cytometry, 3 h; 100 means same as DMSO wells | GFP response vs DMSO, % at 10 µM | actives 0.065% (n = 320,000) | AID 2029;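 active = GFP response relative to DMSO above a set limit, near the screen mean plus 3 SD, cut at about 150% in these data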;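 note: ratio of well median GFP fluorescence to mean of DMSO wells on the plate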
MCL1-BIM inh = disrupts human MCL1 binding to BIM-BH3 peptide; actives 0.68% (n = 320,000); Q07820; GST-MCL1 / FITC-Bim-BH3 fluorescence polarization; inhibition, % at 10.9 µM;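 active = inhibition above the mean inhibition of all tested compounds plus 3 SD, set per campaign, cut at about 40% in these data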;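 note: 0% = DMSO wells and 100% = unlabeled Bim-BH3 peptide control; higher means more loss of mP so more displacement of Bim peptide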
AGP1-GFP MLPCN = modulators of TOR pathway AGP1-GFP in S. cerevisiae; S. cerevisiae AGP1-GFP multiplex flow cytometry, 3 h; GFP as percent of DMSO wells; GFP response vs DMSO, % at 10 µM; actives 0.02% (n = 320,000); AID 2066;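 active = GFP response relative to DMSO above a set limit, near screen average plus 3 SD, cut at about 150% in these data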;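 note: median GFP channel fluorescence of the gated AGP1 strain per well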
Yeast superoxide = caloric restriction mimetics inhibiting age-related superoxide in yeast. AID 2690. actives 0.18% (n = 330,000). S. cerevisiae aged cells, superoxide DHE fluorescence; active compounds read low. superoxide response (% of plate mean), % at 10 µM;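 active = superoxide response under a set limit, about three screen SD below normal, cut at about 65% in these data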;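 note: yeast aged for seven days with compound at 30 °C before DHE staining; 100% = average MFI of all compound-treated wells on the plate with controls excluded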
GRK2 inh = inhibitors of human GRK2 displacing RNA aptamer | actives 0.59% (n = 330,000) | bead flow cytometry, FAM-aptamer displacement from GRK2 | P25098 | inhibition of aptamer binding, % at 10 µM;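 active = inhibition of aptamer binding above 40%, roughly 3 SD of noise, on plates passing a quality check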;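 note: median bead fluorescence of bound FAM aptamer so fluorescent compounds give negative values; no value below 0 was filed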
MEX-5 binding = C. elegans MEX-5 TCR-2 RNA binding activity; MEX-5/FITC-TCR2 RNA binding, fluorescence polarization; active compounds read low; activity score (negative = inhibition of binding), % at 10 µM; actives 0.38% (n = 300,000);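 active = inhibition past about -25% in most replicates, and total fluorescence under double the plate's negative control median, limit read from the data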;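 note: 0% = DMSO and -100% = 5 µM competing unlabeled TCR2 RNA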
VLA-4 inh = inhibition in a human VLA-4 binding assay. VLA-4 expressing cells, ligand binding flow cytometry. inhibition, % (about 7 µM as worked out from the volumes in the protocol). AID 2557. actives 0.2% (n = 330,000). P13612; in the data active = inhibition above about 50%
Target sequence (P13612 whole entry, looked up): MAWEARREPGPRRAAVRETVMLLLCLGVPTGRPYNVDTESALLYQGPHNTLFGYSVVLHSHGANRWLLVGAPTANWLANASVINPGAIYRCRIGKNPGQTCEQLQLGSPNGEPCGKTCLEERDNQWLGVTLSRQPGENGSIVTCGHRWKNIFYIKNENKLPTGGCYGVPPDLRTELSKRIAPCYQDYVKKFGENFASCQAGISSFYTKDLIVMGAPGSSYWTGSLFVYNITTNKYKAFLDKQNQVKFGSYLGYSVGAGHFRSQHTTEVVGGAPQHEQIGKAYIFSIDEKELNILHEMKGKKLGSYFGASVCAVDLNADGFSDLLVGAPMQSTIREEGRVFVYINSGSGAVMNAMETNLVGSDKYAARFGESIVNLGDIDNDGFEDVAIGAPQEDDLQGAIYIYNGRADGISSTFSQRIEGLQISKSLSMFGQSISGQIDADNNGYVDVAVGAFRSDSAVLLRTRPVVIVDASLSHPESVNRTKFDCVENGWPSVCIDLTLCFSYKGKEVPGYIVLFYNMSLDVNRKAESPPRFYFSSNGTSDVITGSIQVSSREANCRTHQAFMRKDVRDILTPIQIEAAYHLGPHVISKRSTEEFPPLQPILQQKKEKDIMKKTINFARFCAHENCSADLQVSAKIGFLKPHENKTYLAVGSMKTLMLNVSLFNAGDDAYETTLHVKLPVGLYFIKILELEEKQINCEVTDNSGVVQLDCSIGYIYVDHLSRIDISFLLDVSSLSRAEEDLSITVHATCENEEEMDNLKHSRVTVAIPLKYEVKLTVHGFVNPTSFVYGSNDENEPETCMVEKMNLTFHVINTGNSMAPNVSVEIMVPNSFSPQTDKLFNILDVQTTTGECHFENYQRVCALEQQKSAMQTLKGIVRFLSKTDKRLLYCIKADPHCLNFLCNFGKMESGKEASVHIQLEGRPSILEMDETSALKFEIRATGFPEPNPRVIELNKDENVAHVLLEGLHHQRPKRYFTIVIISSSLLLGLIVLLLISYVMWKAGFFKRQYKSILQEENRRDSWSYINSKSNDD
Starred values were filed as active, the others as inactive; / = not tested or not shown.

Start of the data: the first ten records, to show the layout:
Every second line gives: GLD-1 RNA inh	BCLXL inh	CIT2 TOR yeast	MCL1-BIM inh	AGP1-GFP MLPCN	Yeast superoxide	GRK2 inh	MEX-5 binding	VLA-4 inh
> O=C(Nc1cccnc1)OC1CCCC1
  2	1	109	-3	106	99	0	-2.1	1
> Cc1cccc(-n2c(C)cc(/C=C3\NC(=O)NC3=O)c2C)c1
  -4	-4	86	-5	94	100	0	-0.7	5
> C=CCNC(=O)c1onc(CSc2ccc(F)cc2)c1C(=O)NCC=C
  3	0	105	4	91	93	0	-0.5	-7
> CC(NCc1ccccc1)C1COc2ccccc2O1 (centres undefined)
  -1	5	88	-5	94	94	2	-0.1	19
> O=C(Nc1cccc(F)c1)c1c(O)c2ccccc2[nH]c1=O
  3	8	102	-9	88	101	1	0.7	-9
> Cn1nnc2c(NCc3ccco3)nccc21
  1	3	95	2	96	106	0	0.0	3
> CC(C)CC(C(=O)Nc1oc(-c2ccccc2)c(-c2ccccc2)c1C#N)N1C(=O)c2ccccc2C1=O (centres undefined)
  0	3	103	9	105	117	1	-1.3	-50
> Cn1c(=O)oc2cc(S(=O)(=O)N3CCCC(C(=O)NC4CCCc5ccccc54)C3)ccc21 (centres undefined)
  3	3	100	1	101	102	0	1.3	5
> CC1Cc2ccccc2N1C(=O)COC(=O)c1ccc(Br)o1 (centres undefined)
  1	-1	95	14	98	97	0	0.8	9
> CCn1cc(C(=O)N2CC(C)CC(C)C2)c(=O)c2cc(S(=O)(=O)N3CCOCC3)ccc21 (centres undefined)
  -1	0	99	1	101	91	3	0.1	-10

Results, repeating the preview:
Every second line gives: GLD-1 RNA inh	BCLXL inh	CIT2 TOR yeast	MCL1-BIM inh	AGP1-GFP MLPCN	Yeast superoxide	GRK2 inh	MEX-5 binding	VLA-4 inh
> O=C(Nc1cccnc1)OC1CCCC1
  2	1	109	-3	106	99	0	-2.1	1
> Cc1cccc(-n2c(C)cc(/C=C3\NC(=O)NC3=O)c2C)c1
  -4	-4	86	-5	94	100	0	-0.7	5
> C=CCNC(=O)c1onc(CSc2ccc(F)cc2)c1C(=O)NCC=C
  3	0	105	4	91	93	0	-0.5	-7
> CC(NCc1ccccc1)C1COc2ccccc2O1 (centres undefined)
  -1	5	88	-5	94	94	2	-0.1	19
> O=C(Nc1cccc(F)c1)c1c(O)c2ccccc2[nH]c1=O
  3	8	102	-9	88	101	1	0.7	-9
> Cn1nnc2c(NCc3ccco3)nccc21
  1	3	95	2	96	106	0	0.0	3
> CC(C)CC(C(=O)Nc1oc(-c2ccccc2)c(-c2ccccc2)c1C#N)N1C(=O)c2ccccc2C1=O (centres undefined)
  0	3	103	9	105	117	1	-1.3	-50
> Cn1c(=O)oc2cc(S(=O)(=O)N3CCCC(C(=O)NC4CCCc5ccccc54)C3)ccc21 (centres undefined)
  3	3	100	1	101	102	0	1.3	5
> CC1Cc2ccccc2N1C(=O)COC(=O)c1ccc(Br)o1 (centres undefined)
  1	-1	95	14	98	97	0	0.8	9
> CCn1cc(C(=O)N2CC(C)CC(C)C2)c(=O)c2cc(S(=O)(=O)N3CCOCC3)ccc21 (centres undefined)
  -1	0	99	1	101	91	3	0.1	-10
> O=C(c1ccsc1)N1CCN(C(=O)c2cccs2)CC1
  1	6	100	3	96	117	1	0.0	5
> Cc1nc(N(C)C)c2sc(=S)n(-c3ccccc3)c2n1
  1	1	102	1	99	100	0	-0.6	0
> CCN1CCN(C(=O)c2ccc3c(c2)N(Cc2ccccc2F)C(=O)c2ccccc2S3(=O)=O)CC1
  3	0	118	6	111	104	3	-1.5	-9
> O=C1CCCC(=O)N1c1ccc(F)cc1
  9	6	102	4	101	94	0	3.5	-4
> COc1cccc(CNC(=O)CSc2nnc3c(n2)[nH]c2ccc(C)cc23)c1
  10	5	130	6	77	88	0	-0.3	-3
> C/C(Nc1ccccc1C(F)(F)F)=C1/CCOC1=O
  4	-1	97	0	93	86	0	-0.7	4
> COc1ccc2[nH]c(C(=O)Nc3ccc(F)cc3Br)cc2c1
  -2	3	100	-1	98	109	3	0.4	24
> C=CC(=O)N(CCC)C(c1ccccc1)c1ccccc1OC (centres undefined)
  9	2	/	5	/	/	/	0.4	/
> COCCN(C(=O)c1csnn1)C(C(=O)NC1CCCC1)c1ccccc1 (centres undefined)
  -5	2	87	4	91	123	2	0.8	1
> CS(=O)(=O)c1ccc(Cl)c(NC(=O)CSc2nnc(-c3cccs3)n2N)c1
  -3	-11	101	-9	109	103	0	/	2

Next part.
Every second line gives: GLD-1 RNA inh	BCLXL inh	CIT2 TOR yeast	MCL1-BIM inh	AGP1-GFP MLPCN	Yeast superoxide	GRK2 inh	MEX-5 binding	VLA-4 inh
> COc1cccc(CNC(=O)c2cc(S(=O)(=O)N3CCCCC3)c[nH]2)c1
  -8	0	100	-7	107	108	1	-1.0	40
> S=C(NCc1ccco1)Nc1ccccc1
  2	3	99	9	97	93	0	0.8	0
> COc1ccccc1C1CC(c2ccccc2)=NN1S(=O)(=O)c1ccccc1 (centres undefined)
  -1	-1	109	7	99	93	0	2.6	-5
> Cc1nnc(SCC(=O)Nc2cccc(N)c2)n1-c1ccccc1
  3	1	93	7	91	84	4	-2.1	1
> Cn1c(NC(=O)c2ccco2)c(-c2ccc(Cl)cc2)c(=O)c2ccccc21
  1	0	96	-1	102	81	4	-1.2	5
> O=C(CCN1C(=O)COc2ccccc21)N1CCN(c2ccccc2)CC1
  -13	1	84	2	96	89	1	0.9	5
> COc1ccccc1NC(=O)c1ccc(CN2CCOCC2)cc1
  -4	-1	118	1	/	92	0	-0.1	2
> CCc1ccc(OCC(=O)Nc2ccc(N3CCN(S(C)(=O)=O)CC3)cc2)cc1
  3	6	108	-9	108	113	0	-0.4	7
> O=C1NC(=S)N/C1=C/c1ccc(Oc2ccc(C(F)(F)F)cc2[N+](=O)[O-])c(Cl)c1
  2	6	101	3	96	97	2	-4.6	-11
> COC(=O)c1ccc([C@@H](O)[C@H](C)C(=O)CC(=O)OC(C)(C)C)cc1
  4	-2	66	-7	79	95	3	3.0	18
> CC(C)(C)NC(=O)CN(Cc1ccc2c(c1)OCO2)C(=O)CNS(=O)(=O)c1ccccc1
  6	4	101	2	104	95	1	-0.1	7
> O=C(Nc1cc([N+](=O)[O-])ccc1F)C1CCN(S(=O)(=O)c2cccs2)CC1
  5	/	95	/	96	100	0	/	5
> Cc1c(C)n(CCCN(C)C)c2ncnc(Nc3ccc(F)cc3)c12
  -8	3	99	4	90	119	0	0.6	0
> COc1ccccc1/C=C/c1nc(S(=O)(=O)c2ccccc2)c(N(C)C)o1
  -4	3	105	21	95	94	4	-0.4	-3
> CCOC(=O)c1c(C)[nH]c(C(=O)NCc2ccccn2)c1C
  0	7	106	-1	112	97	2	-0.6	15
> CCC(Sc1ncccn1)C(=O)Nc1cc(C)on1 (centres undefined)
  -7	0	93	-2	96	96	7	0.6	6
> Cc1ccccc1OCC(=O)Nc1ccc2c(c1)ncn2C
  -4	-3	96	1	103	101	1	-2.2	6
> Cc1ccc2c(c1)N(CC(=O)Nc1c(C)cccc1C)C(=O)c1cccnc1O2
  1	0	101	6	101	85	0	-1.0	25
> COC(=O)c1ccccc1OC(=O)c1cc[n+]([O-])cc1
  -1	10	107	6	98	108	2	-0.1	-6
> CCn1c(SCc2ccc(C(=O)OC)o2)nnc1-c1c[nH]c2ccccc12
  -5	-5	89	-4	96	102	2	-0.6	4

The listing continues:
Every second line gives: GLD-1 RNA inh	BCLXL inh	CIT2 TOR yeast	MCL1-BIM inh	AGP1-GFP MLPCN	Yeast superoxide	GRK2 inh	MEX-5 binding	VLA-4 inh
> CCN1CCN(CC(=O)N2c3ccccc3CC2C)CC1 (centres undefined)
  -1	0	95	0	101	88	0	-2.9	2
> CC[C@@]12C(=O)N(c3ccc(OC)cc3)C(=O)N1[C@H](c1cccc(C)c1)[C@@H]1C(=O)N(Cc3ccccc3)C(=O)[C@@H]12
  1	0	85	4	89	101	0	0.2	14
> Cc1ccc(-c2csc(NC(=O)c3cnccn3)n2)cc1C
  0	0	101	-10	102	96	0	-2.0	-1
> CC1C(=O)Nc2ccccc2N1C(=O)c1cccc(C(F)(F)F)c1 (centres undefined)
  3	0	101	-2	104	107	0	3.7	3
> O=C(CSC1=NS(=O)(=O)c2cc(F)ccc2N1)NCc1ccc(F)cc1
  4	2	103	3	105	105	2	4.2	-9
> Nc1c(C(=O)N2CCOCC2)sc2nc3c(cc12)CCCC3
  2	10	96	5	102	95	2	1.2	0
> Cc1c(Cl)cccc1NC(=O)CSc1ccc(-c2cccnc2)nn1
  3	-2	102	-7	97	115	0	3.1	-7
> COc1ccc(CCNc2cc(N3CCN(C(=O)c4ccc(C)cc4)CC3)ccc2[N+](=O)[O-])cc1OC
  0	-3	104	1	95	93	1	1.7	14
> CCOC(=O)C1C(=O)CC(C)(O)C(C(=O)OCC)C1c1ccc(OC)cc1 (centres undefined)
  7	4	107	4	104	107	0	1.6	3
> CCn1c2ccccc2c2nnc(SCC(=O)Nc3ncccn3)nc21
  7	10	104	11	105	78	3	-2.6	-18
> O=C(N1CCCCC1)N1CCN(S(=O)(=O)c2cccc([N+](=O)[O-])c2)CC1
  4	3	105	-1	102	90	0	-0.3	-2
> COc1cc(Cl)c(C)cc1NC(=O)COC(=O)c1ccc(CN2CCCC2=O)cc1
  -2	2	95	2	100	81	2	/	5
> C/C(=N\NC(=O)C1COc2ccccc2O1)c1cc2ccccc2o1 (centres undefined)
  1	17	110	2	94	105	16	-3.1	-3
> CCOC(=O)C1=C[C@]2(CC)CCCN3CCc4c(n1c1ccccc41)[C@@H]32
  -4	2	93	-8	90	94	3	-2.4	12
> c1ccc(-n2ncc3c(N4CCCCC4)ncnc32)cc1
  -4	4	87	2	94	94	3	-0.6	-13
> COc1ccc(-c2nnc(OCc3nc4ccccc4n3C)c3ccccc23)cc1
  3	6	108	2	104	112	0	-0.5	5
> COc1cccc(NC(=O)CN(C)S(=O)(=O)c2ccc3c(c2)NC(=O)CS3)c1
  7	-4	96	-3	98	93	2	0.3	-1
> CCOC(=O)CN1C(=O)S/C(=C/c2ccc(O)c([N+](=O)[O-])c2)C1=O
  -2	-2	94	-4	101	120	0	-0.5	8
> COCCNc1ccc(N2C(=O)CCCC2=O)cc1[N+](=O)[O-]
  4	3	111	1	108	100	0	2.5	8
> OCCN(C=NC1=NN(c2cccc(C(F)(F)F)c2)CC1)CCO
  4	6	95	1	100	103	3	3.6	-7

(more compounds)
Every second line gives: GLD-1 RNA inh	BCLXL inh	CIT2 TOR yeast	MCL1-BIM inh	AGP1-GFP MLPCN	Yeast superoxide	GRK2 inh	MEX-5 binding	VLA-4 inh
> COc1ccc(/C=N/NC(=O)CN(Cc2ccccc2)S(=O)(=O)c2ccc3c(c2)OCCO3)cc1
  -3	-6	98	-4	90	97	1	0.4	11
> COCCCn1c(-c2ccsc2)nc2c1c(=O)[nH]c(=O)n2Cc1ccccc1
  1	9	106	8	103	93	2	1.2	-3
> CCCc1c(C(=O)NNc2cc(C(F)(F)F)ccc2Cl)cnn1-c1ccccc1
  2	5	93	1	103	101	2	-2.4	-8
> CCCCSc1nnc(-c2ccc(NC(C)=O)cc2)n1C
  0	-5	96	-10	101	93	0	-3.2	29
